Screening results: PubChem, Southern Research Specialized Biocontainment Screening Center
M. tuberculosis = growth inhibition of non-replicating M. tuberculosis (AID 488890) | Mycobacterium tuberculosis non-replicating, growth inhibition; higher % means a stronger effect | inhibition, % at 25 µM; hits with a dose series show IC50 in µM | 0.39% of 320,000 active; in the data active = a potency from the dose series; inconclusive = inhibition mostly from about 82% at the one dose, without a potency; inactive = the rest, 99 in 100 with inhibition below about 76%;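 note: plate controls were DMSO cells for no effect and high antibiotic wells for full effect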
H1N1 NS1A inhibition = NS1A inhibition, H1N1 influenza, cell based functional assay (AID 504329); NS1A functional cell-based assay, percent inhibition; higher % means a stronger effect; 0.3% of 340,000 active; one-dose inhibition, % at 12.5 µM; IC50 in µM for titrated hits; in the data active = a potency from the dose series; inconclusive = inhibition above about 27% without an active follow-up result; note: strong numbers were not always called active
VEEV TC-83 Vero = inhibitors of VEEV TC-83 cytopathic effect, confirmation, Vero cells (AID 588727); Vero cells, VEEV TC-83 cytopathic effect inhibition; higher % means a stronger effect; inhibition, % at 20 µM; hits with a dose series show IC50 in µM; 0.13% of 350,000 active; in the data active = a potency from the dose series; inconclusive = inhibition mostly from about 14% at the one dose, without a potency; inactive = the rest, 99 in 100 with inhibition below about 12%; note: strong numbers were not always called active
H37Rv inhibition = M. tuberculosis growth inhibition, HTS (AID 449762) | M. tuberculosis H37Rv growth inhibition, 7H9 media; higher % means a stronger effect | inhibition, % at 25 µM; hits with a dose series show IC50 in µM | 0.59% of 330,000 active; in the data active = a potency from the dose series; inconclusive = inhibition above about 70% without an active follow-up result;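 note: bacterial growth assessed after seven days of incubation; strong numbers were not always called active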
PhoP GFP inhibition = PhoP regulon inhibitors, Salmonella typhi PhoP promoter GFP reporter, confirmatory (AID 1850) | Salmonella Typhi PhoP-promoter GFP reporter, fluorescence, 4 h; higher % means a stronger effect | inhibition, % at 50 µM, or IC50 in µM where a hit was titrated | 0.33% of 310,000 active; in the data active = a potency from the dose series; inconclusive = inhibition mostly from about 25% at the one dose, without a potency; inactive = the rest, 99 in 100 with inhibition below about 19%;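 note: 0% = induced wells with vehicle and 100% = uninduced wells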
VEEV TC-83 Vero 10K pilot screen = second read-out of VEEV TC-83 Vero, no call of its own (marks repeat the call); inhibition, %; measured here: 10K pilot screen inhibition
* marks the source's active call; other numbers are inactive results; i = inactive; u = inconclusive; x = no result given. The order is random; 1.6% or so of the library scored in one or more.

SMILES | M. tuberculosis | H1N1 NS1A inhibition | VEEV TC-83 Vero | H37Rv inhibition | PhoP GFP inhibition | others
CC#CCN1c2ccccc2[C@]23C[C@@H](C(=O)OC)N=C2NC(C(=O)OC)=C(C(=O)OC)[C@H]13 | -4% | -19% | 1.5% | -1% | 0%
COC(=O)CNC(=O)CN1C(=O)N(c2cccc(Cl)c2)C(N(O)C(=O)Nc2cccc(Cl)c2)C1(C)C (stereo unspecified) | 2% | -12% | i | 3% | 3%
CN(C)S(=O)(=O)c1ccc(SCC(=O)Nc2cccc(S(=O)(=O)N3CCCC3)c2)nc1 | x | -13% | 2.0% | x | x
COc1ccc(CN2C3CCCC2CC(NC(=O)Nc2ccccc2C)C3)cc1 (stereo unspecified) | 5% | 5% | i | 0% | 3%
CCOc1ccccc1NS(=O)(=O)c1ccc(-c2cnc(C3CC3)o2)cc1 | 26% | -4% | 5.9% | 4% | -37%
Cc1ccc(C(=O)OCC(=O)NCc2cccs2)cc1 | 73% | 1% | 0.6% | 6% | -1%
Cc1nn(CC(=O)c2ccccc2Cl)c(C)c1[N+](=O)[O-] | 12% | -6% | 4.7% | -1% | 2%
Cc1ccc(SCCSc2nc(N)cc(=O)[nH]2)cc1 | 70% | 2% | 0.3% | 1% | 1%
COCCC(=O)N1CCCC(C(=O)c2ccc3c4c(cccc24)CC3)C1 (stereo unspecified) | -17% | -3% | i | 6% | -5%
CC1=C(C)C(O)N(Cc2ccccc2)C1=O (stereo unspecified) | -4% | -10% | i | 5% | -8%
COC(=O)CC(C(=O)Nc1cc(C(=O)OC)cc(C(=O)OC)c1)N1CCN(C)CC1 (stereo unspecified) | 3% | -25% | 1.8% | 0% | -1%
S=c1[nH]c(-c2ccccc2)cn1/N=C/c1ccccc1Br | -17% | 4% | 10% | 2% | 0%
CCc1cccc(C)c1NC(=O)C1CCN(c2nn3c(=O)cc(C)nc3s2)CC1 | 0% | 3% | 0.4% | 2% | -6%
CCOC(=O)Cc1csc(NC(=O)c2ccncc2)n1 | 6% | 21% | i | 6% | -14%
COc1ccc(NC(=O)C2CCCN(S(=O)(=O)c3ccc4c(c3)oc(=O)n4C)C2)c(OC)c1 (stereo unspecified) | 1% | 25% | 0.9% | -6% | -14%
Cn1c(-c2ccc3c(c2)OCO3)cnc1NC(=O)CCC(=O)NCCc1ccccc1 | -2% | -24% | 3.4% | -5% | -10% | VEEV TC-83 Vero 10K pilot screen=0.8
COc1cc2c(C(=O)Nc3ccc4c(c3)OCO4)cn(CC(C)C)c(=O)c2cc1OC | 49% | x | x | 1% | 3%
COc1ccc(NC(=O)NNS(=O)(=O)c2cc(C)ccc2C)cc1OC | -5% | -17% | 1.5% | 5% | -3%
Cc1cc2ccccn2c1C(=O)c1nc(NCc2ccccc2)ncc1Cl | -8% | 10% | 1.2% | -2% | -10%
Cc1ccc(NC(=O)CN(C)C(=O)c2ccc(NS(=O)(=O)c3ccc4[nH]c(=O)[nH]c4c3)cc2)cc1 | 6% | 3% | 0.6% | 5% | x

Reprinted at random: four compounds from above, in no set order.
SMILES | M. tuberculosis | H1N1 NS1A inhibition | VEEV TC-83 Vero | H37Rv inhibition | PhoP GFP inhibition | others
COc1ccc(NC(=O)NNS(=O)(=O)c2cc(C)ccc2C)cc1OC | -5% | -17% | 1.5% | 5% | -3%
CCOC(=O)Cc1csc(NC(=O)c2ccncc2)n1 | 6% | 21% | i | 6% | -14%
CC#CCN1c2ccccc2[C@]23C[C@@H](C(=O)OC)N=C2NC(C(=O)OC)=C(C(=O)OC)[C@H]13 | -4% | -19% | 1.5% | -1% | 0%
Cc1ccc(SCCSc2nc(N)cc(=O)[nH]2)cc1 | 70% | 2% | 0.3% | 1% | 1%

Among those listed so far, these contain an NH in an aromatic ring:
SMILES | M. tuberculosis | H1N1 NS1A inhibition | VEEV TC-83 Vero | H37Rv inhibition | PhoP GFP inhibition | others
Cc1ccc(SCCSc2nc(N)cc(=O)[nH]2)cc1 | 70% | 2% | 0.3% | 1% | 1%
S=c1[nH]c(-c2ccccc2)cn1/N=C/c1ccccc1Br | -17% | 4% | 10% | 2% | 0%
Cc1ccc(NC(=O)CN(C)C(=O)c2ccc(NS(=O)(=O)c3ccc4[nH]c(=O)[nH]c4c3)cc2)cc1 | 6% | 3% | 0.6% | 5% | x

Other results:
SMILES | M. tuberculosis | H1N1 NS1A inhibition | VEEV TC-83 Vero | H37Rv inhibition | PhoP GFP inhibition | others
Cc1ccc2nc(-c3ccc(O)cc3)c(Nc3ccc4c(c3)OCCO4)n2c1 | -2% | 11% | 9.2% | -1% | -6%
CCN(CC(=O)Nc1c(F)cccc1F)C(=O)Cc1ccc(S(=O)(=O)N2CCOCC2)s1 | x | -2% | i | x | x
CCC(C)NC(=O)CN(C1CCCCC1)S(C)(=O)=O (stereo unspecified) | -4% | -1% | 1.3% | -4% | 12%
CCOc1ccc(N2CC(C(=O)NC3=NCCS3)CC2=O)cc1 (stereo unspecified) | -2% | -7% | 1.9% | 1% | -7%
Oc1ccc(CNC2CCCCC2)cc1 | -1% | -3% | i | 11% | 4%
Cc1ccc(C(=O)CC2(O)C(=O)N(C)c3ccc(Br)cc32)c(C)c1 (stereo unspecified) | x | -2% | 3.2% | -2% | -3%
CC1CN(S(=O)(=O)c2cccc(C(=O)NNC(=O)C(C)Oc3ccccc3F)c2)CC(C)O1 (stereo unspecified) | -2% | -8% | 2.4% | -14% | 0%
CN(c1ccccc1C(=O)NC1CCCCC1)S(=O)(=O)c1ccccc1 | 10% | -10% | 0.3% | 0% | -1%
O=C1C=CC[C@H](/C=C/C[C@@H](O)C[C@H](O)CCc2ccccc2)O1 | -4% | x | x | -11% | 5%
Cc1nc(C(F)(F)F)nc(Nc2ccc(N=Nc3ccccc3)cc2)c1C#N | 6% | 1% | i | 4% | 3%
COc1ccc(Cc2nnc(SCC(=O)NC(C)c3ccccc3)o2)cc1 (stereo unspecified) | 73% | 2% | 0.9% | -9% | -10%
COc1cccc(OCCOc2ccc(/C=C3/SC(=S)NC3=O)cc2)c1 | u | 7% | 1.7% | u | 1%
CC(=O)c1c(C)n([O-])c2ccc(C)cc2[n+]1=O | 5% | 1% | 2.7% | 33% | 3%
COc1ccc(CN2CCN(c3ccccc3F)CC2)cc1O | 1% | -1% | 0.9% | 1% | -7%
Cc1[nH]n(-c2ccc(F)cc2)c(=O)c1/C=N/c1sc2c(c1C#N)CCCC2 | 9% | 0% | 0.7% | 5% | 9%
O=C(CSc1nc2nc(-c3cccs3)cc(C(F)(F)F)c2c(=O)[nH]1)Nc1c(F)c(F)c(F)c(F)c1F | 33% | -4% | i | -2% | -5%
Cn1c(=O)c(=O)n(C)c2cc(S(=O)(=O)NCCN3CCN(c4ccccc4F)CC3)ccc21 | -2% | 1% | i | 0% | -14%
O=C(COC(=O)c1cc(Cl)ccc1O)NC(=O)NCc1ccccc1 | 27% | -6% | 1.6% | 2% | x
CN1CCN(S(=O)(=O)c2ccc(NC(=O)c3ccccc3F)cc2)CC1 | 2% | -6% | 0.5% | 1% | -4%
CC1CN(S(=O)(=O)N2CCOCC2)CCN1S(=O)(=O)N1CCOCC1 (stereo unspecified) | -17% | -2% | 1.9% | -6% | 5%
COc1ccc(C(=O)C(C)OC(=O)CNC(=O)c2ccco2)cc1 (stereo unspecified) | 8% | 8% | 2.7% | -10% | x
COC(=O)CNC(=O)c1cccc(Cl)c1 | 2% | 0% | 1.5% | 1% | 3%
Cc1ccc(CN2CCC(C(=O)NCCC(C)C)CC2)o1 | 6% | 1% | 3.1% | 7% | -9%
CC(/C=N/NC(=S)Nc1cccc(S(=O)(=O)N(C)C)c1)c1ccccc1 (stereo unspecified) | 1% | -5% | 0.6% | -14% | -3%
NC(=O)Cn1c(=O)n(-c2ccccc2)c(=O)c2oc3ccccc3c21 | -4% | -10% | 0.7% | -1% | -2%
Cc1cccc(NC(=S)N(C)C2(c3ccccc3Cl)CCCCC2=O)c1 (stereo unspecified) | 21% | 8% | i | -11% | -3%
COc1cc2c(cc1OC)C(C(=O)N1CCN(c3ccccc3)CC1)C(c1cccs1)N(C)C2=O (stereo unspecified) | 4% | -1% | 8.2% | -18% | 2%
O=C(O)c1ccccc1C(=O)Nc1ccccc1 | 14% | -6% | 1.7% | 10% | -12%
C=Cn1cc[n+](CC(=O)c2cccs2)c1 | 3% | -7% | 0.8% | 5% | -7%
O=C(Nc1cccc(Cl)c1)NC1CCCCC1 | 25% | 2% | i | u | -5%
CCC(c1nnnn1C(C)(C)C)N(Cc1cccs1)Cc1cc2cc(C)c(C)cc2n2nnnc12 (stereo unspecified) | 16% | x | x | -3% | 2%
COc1ccc(/C=C(/CC(=O)Nc2ccccc2)c2nc3ccccc3s2)cc1 | -1% | -7% | 0.5% | 3% | -8%
CC(C)C(NC(=O)c1ccccc1F)C(=O)NCCCn1ccnc1 (stereo unspecified) | -1% | -9% | 1.8% | 1% | x
O=C(NNS(=O)(=O)Cc1ccccc1)c1ccc([N+](=O)[O-])cc1 | 0% | 8% | i | -1% | 17%
CCc1ccc(-c2ccc(SCc3ccccn3)nn2)cc1 | 75% | 6% | 1.6% | 8% | 23%
Nc1c(C(=O)O)sc2nc(-c3ccccc3)c3c(c12)CCCC3 | 5% | 7% | 1.1% | 3% | -6%
COc1cccc(C(=O)NCCS(=O)(=O)NCc2ccc3c(c2)OCO3)c1 | 7% | 3% | 0.1% | -4% | 2%
NC(=O)c1ccccc1NC(=O)Nc1cccc2ccccc12 | 2% | -6% | 0.4% | 0% | 7%
Cc1ccccc1N(C(=O)c1csnn1)C(C(=O)NC(C)(C)C)c1ccncc1 (stereo unspecified) | 2% | -6% | 0.4% | 2% | 2%
N=c1c2c3c(sc2nc2n1CCC2)CCCC3 | 8% | 1% | 0.0% | -1% | 10%
Cn1c(=O)cc(SCC(=O)Nc2ccc3c(c2)OCO3)c2ccccc21 | 4% | -4% | 7.3% | -1% | -1%
COc1ccc(N/C=C\C(=O)c2ccc3ccccc3c2)cc1 | 19% | -1% | 0.2% | 5% | 7%
CCOC(=O)N1CCN(c2c(NCCCN(CC)c3cccc(C)c3)c(=O)c2=O)CC1 | x | 20% | 0.3% | x | -3%
COc1ccc(/C=C/C(=O)NC(=S)N2C[C@H]3C[C@H](C2)c2cccc(=O)n2C3)cc1OC | 6% | -1% | 2.8% | -8% | -14%
COc1ccc(C(C)=O)cc1COC(=O)C1CCN(C(=O)c2ccc(Cl)cc2)CC1 | 27% | -15% | 2.5% | 4% | x
COC(=O)NCC(c1ccco1)N1CCN(c2ccccc2)CC1 (stereo unspecified) | 0% | -1% | 0.7% | -4% | 11%
O=C(CSc1nnnn1-c1ccccc1)c1cc2ccccc2oc1=O | 6% | -1% | 0.6% | -2% | -13%
Cc1cc(C)nc(SCc2cnc(C)nc2N)n1 | -20% | -6% | 1.7% | -2% | -2%
O=c1[nH]c2ccccc2c(=O)n1CCCO | -7% | -2% | 4.0% | -3% | 3%
Nc1ccc2nn(-c3ccccc3)nc2c1 | x | -5% | 4.1% | x | x
COCCCNC(=O)C(=O)NCC1CCCN1S(=O)(=O)c1cccs1 (stereo unspecified) | 12% | -7% | 3.5% | -6% | 13%
O=C(c1ccco1)N1CCN(C(=O)c2[nH]ncc2[N+](=O)[O-])CC1 | -12% | -6% | 0.2% | -10% | -7%
COc1ccc(CCNC(=O)COC(=O)COc2c(C)cc(C)cc2C)cc1OC | 3% | -14% | 1.2% | -3% | -9%
Cc1ccc(S(=O)(=O)CC(CN2CCCCC2)N2CCCCC2)cc1 (stereo unspecified) | x | 3% | u | x | x
CCC(C)[C@H](NC(=O)NCc1ccccc1Cl)C(=O)OC (stereo partly specified) | 0% | 19% | 3.5% | 1% | -2%
COc1cc2c(cc1OC)C(C)N(C(=O)c1sc(-c3cnccn3)nc1C)CC2 (stereo unspecified) | 9% | x | x | 3% | -5%
COC(=O)Nc1ccc(S(=O)(=O)N2CCCC(C(=O)Nc3cccc4c3OCCO4)C2)cc1 (stereo unspecified) | x | -3% | 3.0% | 14% | 6%
COCCCNC(=O)c1cc2cc([N+](=O)[O-])cc(OC)c2oc1=O | -10% | 9% | i | 5% | -6%
Cc1ccc(C)c(Cn2nnc(C(=O)Nc3ccc4c(c3)OCCO4)c2N)c1 | 11% | 2% | 9.9% | 15% | 5%
O=C(O)CC(C(=O)Nc1ccc(Cl)c(Cl)c1)C1CCCO1 (stereo unspecified) | 4% | -4% | 2.9% | -9% | -9%
CCOC(=O)c1ccc(NC(=O)C(=O)NCc2ccco2)cc1 | -9% | -6% | 1.0% | 1% | 1%
